CCR6 antagonist – CCR6 (human) receptor antagonism | P51684 | CHO-K1 CCR6 PathHunter beta-arrestin, luminescence, CCL20-stimulated | inhibition, % at 20 µM | 340,000 compounds, 0.49% hits;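 active = compounds whose inhibition of the agonist-driven luminescence signal at 20 µM reaches about 50%, limit read from the data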;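 also: cells stimulated with CCL20 at 14 nM final; plate controls were DMSO with CCL20 for no effect and DMSO without agonist for full effect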
UBC13 inh – inhibitors of human UBC13 polyubiquitin chain formation. 330,000 compounds, 0.47% hits. P61088. TR-FRET. AID 485273. inhibition, % at 20 µM; in the data active = inhibition above about 45%, passing the limit was not always enough
Target sequence (P61088 whole entry, looked up): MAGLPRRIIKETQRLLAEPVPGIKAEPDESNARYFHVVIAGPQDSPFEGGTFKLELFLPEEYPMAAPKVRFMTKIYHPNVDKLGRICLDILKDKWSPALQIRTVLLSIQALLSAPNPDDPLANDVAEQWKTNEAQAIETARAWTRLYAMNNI
697 NFkB inh – lowers PMA/ionomycin-induced NF-kB signal in 697 B cells; 330,000 compounds, 0.33% hits; 697 B-cell NF-kB luciferase reporter, 16 h; inhibition, % at 4 µM; in the data active = inhibition above about 35%
APJ antagonist – APJ receptor antagonism; CHO-K1 APJ beta-arrestin complementation, luminescence; inhibition, % at 20 µM; 330,000 compounds, 0.32% hits; AID 2521;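 active = inhibition above about 40% at 20 µM, limit read from the data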;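 also: cells challenged with 10 nM apelin-13 agonist together with compound; plate controls were apelin-13 plus DMSO wells for no effect and DMSO wells lacking apelin-13 for full effect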
Target sequence (P35414 whole entry, looked up): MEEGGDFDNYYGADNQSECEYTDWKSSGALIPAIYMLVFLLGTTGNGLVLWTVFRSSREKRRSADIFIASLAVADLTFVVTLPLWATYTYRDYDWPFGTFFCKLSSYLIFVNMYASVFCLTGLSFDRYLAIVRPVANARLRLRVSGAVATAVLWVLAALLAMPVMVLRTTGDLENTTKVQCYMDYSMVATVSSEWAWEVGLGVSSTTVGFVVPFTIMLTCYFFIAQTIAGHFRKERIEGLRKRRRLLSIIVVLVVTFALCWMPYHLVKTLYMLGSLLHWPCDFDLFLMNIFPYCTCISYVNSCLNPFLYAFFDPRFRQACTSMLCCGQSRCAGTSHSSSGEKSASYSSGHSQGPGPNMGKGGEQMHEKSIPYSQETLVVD
Jurkat NFkB inh – inhibitors of the PMA/ionomycin-induced NF-kB reporter in Jurkat cells; PMA/ionomycin-induced NF-kB luciferase reporter, luminescence; inhibition, % at 4 µM; 330,000 compounds, 0.53% hits; in the data active = inhibition above about 50%
CXCR6 block – CXCR6 (human) receptor inhibition; O00574; CHO-K1 PathHunter CXCR6 beta-arrestin, luminescence; inhibition, % at 20 µM; 360,000 compounds, 0.36% hits; in the data active = inhibition above about 34%, passing the limit was not always enough;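 also: antagonist mode with CXCL16 agonist at 10 nM final; 0% = 10 nM CXCL16 with DMSO and 100% = unstimulated wells without agonist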
Gli-Sufu block – blocks Gli-Sufu signaling in a luciferase reporter; AID 588413; 340,000 compounds, 0.74% hits; Sufu-KO-LIGHT fibroblasts, Gli luciferase reporter luminescence; inhibition, % at 5 µM;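 active = inhibition above about 55%, limit read from the data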;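 also: 0% = DMSO-treated cells and 100% = wells with medium but no cells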
EBI2 block – blocks human EBI2 receptor beta-arrestin signaling; AID 651636; 360,000 compounds, 0.81% hits; EBI2 beta-arrestin recruitment, luminescence, 7a,25-OHC stimulated; inhibition, % at 5 µM; in the data active = inhibition above about 38%;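 also: enzyme fragment complementation signal reports receptor beta-arrestin coupling in cells; 0% = agonist plus DMSO wells and 100% = wells without agonist; some results beyond the cut were filed as inactive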
Target sequence (P32249 whole entry, looked up, the tested form may be a part): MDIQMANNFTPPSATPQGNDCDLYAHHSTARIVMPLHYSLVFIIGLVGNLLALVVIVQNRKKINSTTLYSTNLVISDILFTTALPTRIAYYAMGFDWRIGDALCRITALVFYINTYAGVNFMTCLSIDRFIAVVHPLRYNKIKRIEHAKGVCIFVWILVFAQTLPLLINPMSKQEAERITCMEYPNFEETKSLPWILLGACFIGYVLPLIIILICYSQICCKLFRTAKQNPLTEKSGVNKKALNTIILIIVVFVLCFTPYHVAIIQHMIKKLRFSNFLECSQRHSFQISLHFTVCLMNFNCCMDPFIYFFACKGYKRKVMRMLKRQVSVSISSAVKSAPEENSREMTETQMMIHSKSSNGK
Numbers without * were called inactive; · = no result given.

cpd	Structure	CCR6 antagonist	UBC13 inh	697 NFkB inh	APJ antagonist	Jurkat NFkB inh	CXCR6 block	Gli-Sufu block	EBI2 block
1	CCN1CCN(c2c(Cl)cccc2NC(=O)c2cc3ccccc3o2)CC1	1	8	10	4	8	8	21	20
2	c1ccc(OCCCc2nc(-c3ccncc3)no2)cc1	-2	0	5	7	5	-5	2	-7
3	O=S(=O)(NCCc1ccc(Cl)cc1)c1cccc2cccnc12	6	0	2	20	14	-3	5	5
4	CCC1SC(CC)C(=O)N(CC(=O)Nc2ccc3c(c2)OCO3)C1=O (stereo unspecified)	18	-9	-44	13	-28	10	-4	-6
5	O=C1Nc2ccccc2C1=Nc1ccc(S(=O)(=O)Nc2nccs2)cc1	18	-7	4	13	7	4	5	-5
6	O=C(NCCc1cccs1)C1CC1	-1	7	12	-7	-1	2	6	-4
7	CS(=O)(=O)N1CCCC(C(=O)Nc2ccc3c(c2)OCCO3)C1 (stereo unspecified)	7	4	8	0	-26	-3	-14	-11
8	Cc1c(Cl)cccc1NC(=O)Cn1nnc(C(=O)NCc2cccs2)c1N	-14	-2	-5	6	14	-7	-10	-4
9	CCCn1c(N)c(C(=O)CSc2nnc(-c3ccco3)n2Cc2ccccc2)c(=O)[nH]c1=O	1	0	-6	10	-3	6	1	-2
10	O=C(CSc1ccc(F)cc1)NNC(=O)c1ccccc1Br	5	6	-4	25	10	-2	4	-2
11	C=CCN1C(c2ccccc2)=CS/C1=C(\C#N)c1nnc2n1CCCCC2	-6	-3	-6	5	-12	1	0	-5
12	O=C(CSc1nn(-c2ccc(F)cc2)c(=S)s1)NC1CCS(=O)(=O)C1 (stereo unspecified)	7	-11	7	-7	16	-1	4	3
13	COC(=O)c1[nH]c2ccc(Br)cc2c1NC(=O)Oc1ccccc1	17	-12	19	4	-10	4	-33	-9
14	CC1(C)Cc2c(c(-c3ccco3)nc3n[nH]c(N)c23)CO1	6	-18	1	5	-3	-5	3	-4
15	Oc1ccc(-c2nnc(-c3ccccc3)c(-c3ccccc3)n2)cc1	·	20	6	29	-4	·	·	·
16	CN1CCN(CC(=O)Nc2nc(-c3ccccc3)cs2)CC1	8	-7	-23	-12	-6	1	24	-5
17	C#CCOCCOCCOCCNc1nc(N2CCN(C(=O)[C@H]([C@@H](C)CC)n3cc(CCCCN)nn3)CC2)nc(N2CCN(C(=O)[C@H](CCCCN)n3cc(CCC(=O)O)nn3)CC2)n1	7	-5	9	-59	-1	-4	0	8
18	Cc1ccc(S(=O)(=O)N(C)c2ccc3c(ncn3C)c2[N+](=O)[O-])cc1	-8	2	-15	12	-11	-13	-7	-10
19	CCOC(=O)c1cc(-c2ccncc2)nc2c1c(C)nn2-c1ccccn1	18	3	-2	5	3	4	11	11
20	CCCCn1c(-c2cccc(F)c2)nc2c1c(=O)[nH]c(=O)n2CC(C)C	18	6	-13	5	5	14	5	6

Structural class: those above with fluorine.
cpd	Structure	CCR6 antagonist	UBC13 inh	697 NFkB inh	APJ antagonist	Jurkat NFkB inh	CXCR6 block	Gli-Sufu block	EBI2 block
10	O=C(CSc1ccc(F)cc1)NNC(=O)c1ccccc1Br	5	6	-4	25	10	-2	4	-2
12	O=C(CSc1nn(-c2ccc(F)cc2)c(=S)s1)NC1CCS(=O)(=O)C1 (stereo unspecified)	7	-11	7	-7	16	-1	4	3
20	CCCCn1c(-c2cccc(F)c2)nc2c1c(=O)[nH]c(=O)n2CC(C)C	18	6	-13	5	5	14	5	6

(continued)
cpd	Structure	CCR6 antagonist	UBC13 inh	697 NFkB inh	APJ antagonist	Jurkat NFkB inh	CXCR6 block	Gli-Sufu block	EBI2 block
21	Cc1nc2c(-c3ccc(F)cc3)c(C)nn2c(C)c1CCC(=O)Nc1ccccc1	8	4	1	0	12	2	-2	7
22	Brc1ccccc1-c1nnc(CSc2nnnn2-c2ccccc2)o1	1	4	-14	12	-2	6	2	-9
23	Cc1ccc(C2CC(c3cccs3)n3nc(N)nc3N2)cc1 (stereo unspecified)	10	10	15	9	9	0	5	-5
24	O=C(Cn1nnc(-c2ccccc2Cl)n1)N1CCN(S(=O)(=O)c2ccc(Cl)cc2)CC1	-2	7	1	9	15	4	-3	1
25	COc1ccc(NC(=O)N2CCCCCC2)cc1OC	-4	11	-11	11	1	-5	2	-2
26	COC(=O)c1ccc(-c2nc(CN3CCC(C(=O)N4CCOCC4)CC3)c(C)o2)cc1	-4	1	6	1	-1	-7	-3	-7
27	NC(=O)NCC1CC1	3	0	-7	20	1	-11	-5	-3
28	COc1cccc2c1cc1c(=O)n(CC(=O)NCCCc3ccccc3)nc(C)n12	8	2	10	-1	1	-8	-4	-1
29	CCOC(=O)C1(C)Oc2ccccc2C(c2ccc(OC)cc2)=C1C(=O)OC (stereo unspecified)	41	·	4	·	·	12	-5	8
30	C/C(CC(=O)NC12CC3CC(CC(C3)C1)C2)=N\NC(=O)c1cnccn1	-11	-3	12	7	7	6	-6	2
31	Cc1ccc(S(=O)(=O)NCCC(=O)Nc2cccc(Cl)c2)cc1	22	-11	-30	-15	-3	4	-13	0
32	Clc1ccc(-c2noc(CN3CCOCC3)n2)cc1	-6	3	-37	11	-19	3	-21	0
33	O=C(CN1CCCC1)Nc1ccc(Oc2ccc(NC(=O)CN3CCCC3)cc2)cc1	14	1	6	-21	-24	-1	10	3
34	CC(C)NC(=O)COC(=O)c1cc(Br)ccc1Cl	-15	1	1	5	6	-3	-6	-2
35	Cc1ccccc1N(CC(=O)N1CCCCCC1)S(C)(=O)=O	8	-8	-6	8	-3	-11	7	-8
36	Cc1nn(CCO)c(C)c1Oc1ccccc1O	-4	12	17	-5	-2	-1	25	-4
37	CCOC(=O)N1CCN(CCC(=O)Nc2ccccc2)CC1	5	-3	1	2	15	-1	-13	-1
38	N#Cc1cccc(NC(=O)Cc2ccsc2)c1	19	-7	-5	-18	5	-2	6	-8
39	OCc1nc2ccccc2n1Cc1c(F)cccc1Cl	4	2	-12	-4	-12	1	5	2
40	O=c1c2ccccc2nc(SCc2cn3ccsc3n2)n1-c1ccccc1	5	1	2	30	-7	19	6	8
41	O=C(NCC1CCCO1)C1CCCN(S(=O)(=O)c2ccc(Cl)cc2)C1 (stereo unspecified)	-1	-4	10	22	11	2	11	2
42	CCOc1cc(/C=N/N=C/c2ccc(O)c(OCC)c2)ccc1O	8	-2	-3	23	-10	-2	5	3
43	COc1ccccc1NC(=O)Cc1nnc(SCC(=O)NC2CCCCC2)n1C	5	-1	-21	-4	-5	-1	-6	1
44	COc1ccc(CC(=O)Nc2cccc(C)n2)cc1OC	3	-5	-4	0	6	2	0	-3
45	Cc1ccc(-c2nnn(CCC(=O)NC3CCCC3)n2)cc1	14	8	-2	-1	-7	2	-3	1
46	N/C(=N\OC(=O)c1ccc([N+](=O)[O-])cc1)c1ccccn1	-32	4	-70	-64	-99	-21	-72	-26
47	O=C(Cn1cnc2cc([N+](=O)[O-])ccc2c1=O)Nc1ccccc1-c1ccccc1	2	-8	12	-70	-14	-6	-2	-1
48	O=C(OCN1C(=O)c2ccccc2C1=O)c1cccc(S(=O)(=O)N2CCOCC2)c1	9	4	3	20	6	0	-6	-9
49	C=CCN(c1ccc(C(=O)OC)cc1)S(=O)(=O)c1ccccc1	7	12	-16	0	10	2	-8	-3
50	CCOc1ccccc1OCCCOc1ccc(C)cc1Cl	13	-2	-14	7	-15	-7	-24	19
51	Cc1nn2c(N3CCN(C(=O)c4ccco4)CC3)cc(C(C)(C)C)nc2c1-c1ccccc1	5	12	-35	5	1	·	8	·
52	O=C(Nc1cccc(O)c1)c1cc(-c2ccccc2Cl)on1	5	2	-19	-7	-51	-8	-29	13
53	CCOc1cc(-c2nc(-c3cc(OC)c(OC)c(OC)c3)no2)cc(OCC)c1OCC	·	2	12	10	8	·	·	·
54	CC(NCc1ccc(S(N)(=O)=O)cc1)C(=O)N1c2ccccc2CC1C (stereo unspecified)	14	19	13	6	6	-5	7	3
55	COc1ccccc1NC(=O)C1CCCN1S(=O)(=O)c1ccc(Cl)cc1 (stereo unspecified)	22	14	7	4	-9	1	-5	-7
56	OCC1OC(Oc2c[nH]c3ccccc23)C(O)C(O)C1O (stereo unspecified)	13	-10	18	17	6	14	-5	3
57	CCN(CC)S(=O)(=O)c1ccc(C(=O)N2CCN(CCN3C(=O)c4cccc5cccc(c45)C3=O)CC2)cc1	·	10	2	-4	8	·	·	·
58	O=c1c2cc(Br)ccc2nc(-c2ccc(Cl)cc2)n1O	-9	·	·	·	·	-4	-7	-5
59	COc1cc(CCC(=O)OCC(=O)Nc2ccc(F)c(F)c2F)cc(OC)c1OC	12	-4	-34	13	-15	-1	18	-3
60	N[C@@H](Cc1ccc(F)cc1)C(=O)O	-1	·	·	·	·	1	30	5
61	COC(=O)c1c(NC(=O)C2CC=CCC2C(=O)O)sc(C(N)=O)c1C (stereo unspecified)	6	2	10	-7	10	1	1	-17
62	O=C(O)c1ccccc1OCCOCCOc1ccccc1C(=O)O	-15	8	23	-9	0	-2	3	6

Exported field by field: 4 of the compounds above.
39	OCc1nc2ccccc2n1Cc1c(F)cccc1Cl
  CCR6 antagonist = 4	UBC13 inh = 2	697 NFkB inh = -12	APJ antagonist = -4	Jurkat NFkB inh = -12	CXCR6 block = 1	Gli-Sufu block = 5	EBI2 block = 2
49	C=CCN(c1ccc(C(=O)OC)cc1)S(=O)(=O)c1ccccc1
  CCR6 antagonist = 7	UBC13 inh = 12	697 NFkB inh = -16	APJ antagonist = 0	Jurkat NFkB inh = 10	CXCR6 block = 2	Gli-Sufu block = -8	EBI2 block = -3
38	N#Cc1cccc(NC(=O)Cc2ccsc2)c1
  CCR6 antagonist = 19	UBC13 inh = -7	697 NFkB inh = -5	APJ antagonist = -18	Jurkat NFkB inh = 5	CXCR6 block = -2	Gli-Sufu block = 6	EBI2 block = -8
23	Cc1ccc(C2CC(c3cccs3)n3nc(N)nc3N2)cc1 (stereo unspecified)
  CCR6 antagonist = 10	UBC13 inh = 10	697 NFkB inh = 15	APJ antagonist = 9	Jurkat NFkB inh = 9	CXCR6 block = 0	Gli-Sufu block = 5	EBI2 block = -5

Screens deposited in PubChem BioAssay by Sanford-Burnham Center for Chemical Genomics.
